Screens (PubChem BioAssay)
hIAP inh: human IAP inhibitors, primary screen, biochemical, luminescence, uHTS; actives 0.12% (n = 330,000); purified IAP, CDP-Star luminescence, 30 min; inhibition, % at 10 µM;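 active = inhibition reaching a set limit with compound at 10 µM in the primary screen, cut at about 35% in these data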;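 also: plate controls were DMSO wells with enzyme for no effect and no-enzyme buffer wells for full effect; values of inactives mirror those of a sister screen read the other way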
Target sequence (P09923 whole entry, looked up): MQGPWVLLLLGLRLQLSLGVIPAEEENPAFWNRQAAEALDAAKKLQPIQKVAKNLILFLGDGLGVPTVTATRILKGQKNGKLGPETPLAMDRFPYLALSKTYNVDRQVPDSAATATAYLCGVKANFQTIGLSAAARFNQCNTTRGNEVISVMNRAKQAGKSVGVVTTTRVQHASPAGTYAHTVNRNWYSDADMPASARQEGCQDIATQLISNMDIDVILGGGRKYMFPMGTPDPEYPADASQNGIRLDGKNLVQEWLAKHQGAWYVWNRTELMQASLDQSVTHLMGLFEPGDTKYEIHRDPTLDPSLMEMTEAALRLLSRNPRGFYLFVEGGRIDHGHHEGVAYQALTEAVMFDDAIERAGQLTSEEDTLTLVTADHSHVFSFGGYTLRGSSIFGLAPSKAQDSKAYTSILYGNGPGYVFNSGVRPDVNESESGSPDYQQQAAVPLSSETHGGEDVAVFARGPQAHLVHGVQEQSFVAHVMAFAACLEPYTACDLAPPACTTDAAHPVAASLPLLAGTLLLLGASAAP
TIM10 inh: growth inhibitors of isogenic TIM10 control yeast, primary screen, counter-screen for tim10-1 yeast inhibitor project, luminescence, uHTS; S. cerevisiae TIM10 strain growth, BacTiter-Glo luminescence, 24 h; actives 1.4% (n = 330,000); inhibition, % at 10 µM;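 active = inhibition of 40% or more at the single tested concentration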;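 also: wild-type TIM10 isogenic control strain grown at permissive 25 °C; 0% = DMSO yeast wells and 100% = minimal medium wells without yeast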
NALP3 yeast inh: NALP3 inflammasome inhibitors in reconstituted yeast, primary screen, luminescence, uHTS | actives 0.39% (n = 330,000) | AID 2825, 2010 | inhibition, % at 10 µM | Yeast reconstituted NLRP3/ASC/caspase-1, beta-gal luminescence, 24 h;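 active = inhibition of 50% or more; inactive = inhibition below 50%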;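 also: plate controls were induced DMSO wells for no effect and uninduced yeast grown without galactose for full effect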
hIAP activ: human IAP activators, primary screen, biochemical, luminescence, uHTS; AID 2524, 2010; purified human IAP, CDP-Star luminescence, 30 min; active compounds read high; 1 = vehicle-only enzyme, 0 = enzyme-free background; actives 0.16% (n = 330,000); activation factor at 10 µM;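 active = activation factor of the enzyme at least 2-fold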; also: the source names both 10 and 20 µM as test concentration; values of inactives mirror those of a sister screen read the other way
mIAP act: activators of mouse IAP, primary screen, biochemical, luminescence, uHTS; intestinal alkaline phosphatase [Mus musculus]; muIAP, CDP-Star luminescence, 30 min; active compounds read high; 1 = vehicle-only enzyme signal, 0 = enzyme-free wells; activation factor at 10 µM; actives 0.24% (n = 330,000);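 active = activation factor of at least 2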; also: the source names both 10 and 20 µM as test concentration; values of inactives mirror those of a sister screen read the other way
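Assay system: mouse IAP enzyme; reagent: chemiluminescent substrate CDP-Star; dosing: test compounds delivered from DMSO solution; schedule: 30 min at room temperature; measured by: luminescence from enzymatic CDP-Star hydrolysis; controls: DMSO-only wells and no-enzyme negative control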
mIAP block: inhibitors of mouse IAP, primary screen, biochemical, luminescence, uHTS | intestinal alkaline phosphatase [Mus musculus] | purified mouse IAP, CDP-Star luminescence, 30 min | inhibition, % at 10 µM | actives 0.2% (n = 330,000) | AID 2806, 2010;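 active = inhibition of at least 40% at 10 µM in the primary screen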;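 also: plate controls were DMSO with enzyme for no effect and no enzyme wells for full effect; values of inactives mirror those of a sister screen read the other way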
tim10-1 inh: growth inhibitors of tim10-1 mutant yeast, primary screen, luminescence, uHTS. S. cerevisiae tim10-1 ts strain growth, BacTiter-Glo, 24 h. inhibition, % at 20 µM. actives 2.2% (n = 330,000);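 active = inhibition of at least 40%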;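 also: mutant grown at 25 °C; 0% = DMSO wells with yeast and 100% = wells holding no yeast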
Apaf-1 inh: inhibitors of human Apaf-1 apoptosome, primary screen, biochemical, DEVD-Rh110 fluorescence, uHTS. Apoptotic protease-activating factor 1 (Homo sapiens), O14727. reconstituted apoptosome caspase-3 activity. inhibition, % at 20 µM. actives 0.71% (n = 330,000); active = inhibition of at least 40% at 20 µM;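 also: plate controls were DMSO wells for no effect and DEVD-CHO caspase inhibitor wells for full effect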
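Material: reconstituted apoptosome with Apaf-1, cytochrome c, caspase-9, procaspase-3, dATP / Buffer or medium: pH 7.5 Hepes buffer with CHAPS, BSA, DTT / Also added: cytochrome c with DEVD-Rh110 / Schedule: compound with Apaf-1, dATP, procaspase-3 30 min, then 50 min reaction, room temperature / Technique: rhodamine 110 fluorescence at Ex 480/Em 540 nm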
ATG4B inh: ATG4B protease inhibitors, primary screen, biochemical, fluorescence, uHTS. ATG4B cleavage of LC3-PLA2, NBD-HPC fluorescence, 1 h. inhibition, % at 8.33 µM. actives 0.51% (n = 340,000); in the data active = inhibition above about 40%
Target sequence (Q9Y4P1 whole entry, looked up): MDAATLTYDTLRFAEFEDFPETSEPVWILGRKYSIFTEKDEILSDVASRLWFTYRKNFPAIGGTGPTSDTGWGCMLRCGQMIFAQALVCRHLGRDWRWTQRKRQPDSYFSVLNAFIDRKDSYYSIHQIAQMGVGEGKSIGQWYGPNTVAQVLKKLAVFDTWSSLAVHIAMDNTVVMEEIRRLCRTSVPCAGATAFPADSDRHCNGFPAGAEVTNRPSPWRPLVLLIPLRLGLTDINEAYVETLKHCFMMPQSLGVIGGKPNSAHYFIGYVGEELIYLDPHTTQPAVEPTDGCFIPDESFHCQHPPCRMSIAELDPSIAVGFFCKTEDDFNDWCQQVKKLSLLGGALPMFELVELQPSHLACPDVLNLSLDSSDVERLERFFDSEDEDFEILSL
Numbers without * were called inactive; i = inactive; . = no result given.

SMILES	hIAP inh	TIM10 inh	NALP3 yeast inh	hIAP activ	mIAP act	mIAP block	tim10-1 inh	Apaf-1 inh	ATG4B inh
COc1cc(/C=C/C(=O)N(C)c2ccccc2C(=O)O)cc(OC)c1OC	-14	14	-2	1.1	1	-1	20	9	-4
O=C(Cn1cnc2c(NCc3ccccc3)ncnc21)NCCCc1ccccc1	.	-1	.	.	1.1	-9	17	8	-8
S=c1nc(-c2ccco2)[nH][nH]1	-6	9	24	1.1	0.83	17	2	-8	-3
COc1ccc(OC)c(C(c2nnnn2Cc2ccccc2)N2CCC(C(N)=O)CC2)c1 (centres undefined)	6	1	3	0.94	1.1	-8	2	-2	7
Cc1ccc(NCC(=O)N2CCN(S(=O)(=O)c3ccccc3)CC2)cc1F	4	-3	15	0.96	0.94	6	17	-1	-7
Cc1nnc(NC(=O)c2ccco2)s1	0	3	29	1	1	-1	9	4	-5
Cc1cccc(C)c1NC(=O)CN(C)C(=O)C(c1ccccc1)c1ccccc1	-12	15	-6	1.1	1	-1	27	3	-12
CN(C)S(=O)(=O)c1ccc(N2CCCC2)c(C(=O)NC2CCCCC2)c1	-12	-1	3	1.1	0.97	3	-15	1	-8
O=C(Nc1ccc(Oc2ccc(NC(=O)Nc3ccccc3Cl)cc2)cc1)Nc1ccccc1Cl	-1	0	10	1	2*	-102	-6	11	9
C/C(=N\NC(=O)Cc1ccccc1)c1cccs1	-23	8	9	1.2	1	-1	8	-12	3
Cc1ccccc1-c1nc2c(s1)CCc1onc(-c3ccc(Cl)cc3)c1-2	-3	-6	8	1	1	-2	7	16	1
CCOC(=O)c1ccc(N2CCN(c3ccccc3F)CC2)c(NC(=O)Nc2cccc(OC)c2)c1	-72	1	9	1.7	8.6*	i	-5	13	2
O=C(COc1ccc2ccccc2c1)N/N=C/C1CC=CCC1 (centres undefined)	15	-10	10	0.85	1.1	-12	17	9	23
NC(=O)C1CCCN(C(=S)NCc2ccc3c(c2)OCO3)C1 (centres undefined)	5	-4	22	0.95	1	0	-5	-1	1
CC(C)c1c(C(=O)N/N=C/c2cccs2)nnn1-c1nonc1N	16	-5	3	0.84	1	0	11	1	-2
O=C(N/N=C/c1ccncc1)c1cc(-c2ccc(Br)s2)[nH]n1	-60	-9	-6	1.6	0.93	7	9	9	-14
COc1cc2c(C(=O)N3CCN(c4cccc(Cl)c4)CC3)cn(C)c(=O)c2cc1OC	-27	13	6	1.3	1.2	-20	10	7	2
CCc1nnc(NC(=O)CCC2CCCCC2)s1	-12	26	10	1.1	0.99	1	9	-13	-1
O=C(O)CCCC(=O)Nc1ccn(-c2ccccc2)n1	-12	0	-3	1.1	1	-1	2	6	2
COc1cc2c(cc1OC)CN(C(=O)C(C)(C)C)CC2	10	18	10	0.91	0.99	1	14	-6	-1
Cc1cccc(NC(=O)CCC(=O)N/N=C/c2ccc(O)cc2O)c1	-57	8	0	1.6	0.95	5	-2	0	-8
COc1ccc(Cl)cc1NC(=O)c1cc(-c2ccccc2)on1	22	-16	13	0.78	0.9	10	-25	-1	1
O=C(CN1C(=O)CSC1=O)Nc1ccc(C(=O)O)cc1	-24	-6	0	1.2	0.98	2	7	-9	-12
CC1(C)O[C@@H]2[C@@H](CO[C@@]3(COS(N)(=O)=O)OC(C)(C)O[C@@H]23)O1	12	4	-5	0.88	1	-2	-17	-1	.
CC(=O)NC(CCS(C)(=O)=O)C(=O)Nc1ccc(Oc2ccccc2)cc1 (centres undefined)	12	-20	4	0.88	1	0	-15	-9	-4

Quoted at random: 3 entries already listed
SMILES	hIAP inh	TIM10 inh	NALP3 yeast inh	hIAP activ	mIAP act	mIAP block	tim10-1 inh	Apaf-1 inh	ATG4B inh
C/C(=N\NC(=O)Cc1ccccc1)c1cccs1	-23	8	9	1.2	1	-1	8	-12	3
O=C(N/N=C/c1ccncc1)c1cc(-c2ccc(Br)s2)[nH]n1	-60	-9	-6	1.6	0.93	7	9	9	-14
CC1(C)O[C@@H]2[C@@H](CO[C@@]3(COS(N)(=O)=O)OC(C)(C)O[C@@H]23)O1	12	4	-5	0.88	1	-2	-17	-1	.

Just hIAP inh, mIAP block and hIAP activ (3 entries from above):
compound,hIAP inh,mIAP block,hIAP activ
CCc1nnc(NC(=O)CCC2CCCCC2)s1,-12,1,1.1
O=C(O)CCCC(=O)Nc1ccn(-c2ccccc2)n1,-12,-1,1.1
COc1cc2c(cc1OC)CN(C(=O)C(C)(C)C)CC2,10,1,0.91

Next records
SMILES	hIAP inh	TIM10 inh	NALP3 yeast inh	hIAP activ	mIAP act	mIAP block	tim10-1 inh	Apaf-1 inh	ATG4B inh
COC(=O)C(C)N(C#N)c1nc(C)cc(C)n1 (centres undefined)	-12	2	-3	1.1	0.98	2	-3	0	5
NC(=O)c1ccsc1NC(=O)COC(=O)c1ccccn1	5	8	4	0.95	0.94	6	5	-21	1
CCOc1ccc(OCCSc2nc3ccccc3c(=O)[nH]2)cc1	9	-18	10	0.91	0.93	7	21	9	-6
Cc1ccc(Cl)c(OCC(=O)Nc2ccccc2C(=O)NC2CC2)c1	-35	13	17	1.3	0.99	1	2	4	6
CCCSC(=S)NC1CCS(=O)(=O)C1 (centres undefined)	7	8	15	0.93	0.99	1	2	-7	3
OCCN(CCO)c1ncnc2c1sc1nc(N3CCOCC3)c3c(c12)CCCC3	6	11	0	0.94	1	-2	34	12	-7
O=[N+]([O-])c1cc(S(=O)(=O)C(F)(F)F)ccc1Sc1nc2ccccc2[nH]1	6	58*	24	0.94	0.96	4	60*	-3	10
COCCNC(=O)Cn1ccc2cc(S(=O)(=O)N3CCCCC3)ccc21	-4	1	11	1	1.1	-6	13	-9	1
O=C(COC(=O)Cc1ccc(Cl)cc1)NCc1ccc(F)cc1	-9	-11	3	1.1	1.2	-18	-17	18	5
CN(C)c1oc(-c2ccco2)nc1C#N	-11	-18	0	1.1	0.96	4	6	3	-3
CC(=O)c1ccc(NC(=O)CSc2ccc(-c3ccc4c(c3)OCO4)nn2)cc1	19	9	0	0.81	1	-5	6	-18	2
C=CCn1c(SCC(=O)NCc2ccc3c(c2)OCO3)nnc1C1CCCCC1	9	-1	-13	0.91	1	-1	22	2	-18
Cc1cc(C)c(NC(=O)c2cn3c4c(c(N5CCN(C)CC5)c(F)cc4c2=O)OCC3C)c(C)c1 (centres undefined)	-1	10	8	1	0.83	17	-5	10	-7
O=C(Nc1ccccc1C(=O)N1CCCCCC1)c1ccccc1Cl	-7	20	-15	1.1	0.89	11	29	-7	-9
COC(=O)Cc1ccc(NC(=S)N2CCN(c3ccc(OC)cc3)CC2)cc1	-14	11	2	1.1	1	-4	13	-4	-2
COc1ccc(C(=S)Nc2ccc(N(C)C)cc2)cc1	-9	-7	5	1.1	1	-4	2	21	-7
CN1CCN(c2cc3c(cc2F)c(=O)c(C(=O)O)cn3CCF)CC1	8	-7	-5	0.92	1	-4	5	-22	8
CCOc1cc(/C=N/O)ccc1OCc1ccc(C)cc1	8	-2	17	0.93	1	-1	12	-3	-13
CCc1cccc(N(C(=O)c2csnn2)C(C(=O)NC(C)(C)C)c2ccncc2)c1 (centres undefined)	-5	-4	2	1	1	-4	19	5	-4
CCn1c(=O)c(C(=O)CN(C)Cc2cccc(OC)c2OC)c(N)n(Cc2ccccc2)c1=O	-17	-5	9	1.2	1	-4	-4	14	3
Cc1c(CNCCc2ccc(Cl)cc2)c(C(=O)O)c(C)n1Cc1ccccc1	9	16	13	0.91	0.96	4	18	8	-19
Cc1ccc(S(=O)(=O)CC(=O)c2ccc([N+](=O)[O-])cc2)cc1	-2	0	14	1	0.94	6	13	-4	-6
Cc1ccc(NC(=O)Cc2c[nH]c3ccccc23)cc1S(=O)(=O)N1CCCCCC1	-8	6	7	1.1	1.2	-22	17	12	-9
C=CCOC(=O)C1=C(C)NC(=O)NC1c1cc2c(cc1Br)OCO2 (centres undefined)	-16	-2	8	1.2	0.95	4	-11	8	-12
C[C@]12C[C@H](O)[C@@H]3c4ccc(O)cc4CCC3[C@@H]1CCC2=O (some centres undefined)	-8	-1	8	1.1	0.97	3	9	-5	1
Following part.
SMILES	hIAP inh	TIM10 inh	NALP3 yeast inh	hIAP activ	mIAP act	mIAP block	tim10-1 inh	Apaf-1 inh	ATG4B inh
COc1ccc(/C(C)=N/NC(=O)CNC(=O)/C=C\c2ccco2)cc1	-15	-13	-10	1.1	0.96	4	8	5	-5
CC12COC3(C(=O)N4CCN(c5ccccn5)CC4)CC1CCC32C (centres undefined)	6	-10	-1	0.94	0.96	4	16	-13	6
CCOC(=O)c1cn2nc(-c3ccc(OCC)cc3)cc2nc1C1CCN(C(=O)OC(C)(C)C)CC1	6	4	-9	0.94	1	-2	11	14	-14
O=C(Nc1ccc(F)cc1)Nc1ccccc1F	-6	8	27	1.1	1.2	-18	17	-4	2
Cc1ccc(NC(=O)NNC(=O)c2cc3ccccc3cc2O)cc1C	-96	-18	-6	2	0.97	3	-12	9	-5
CCOc1ccccc1NC(=O)Cn1ncc2ccc([N+](=O)[O-])cc21	6	8	19	0.94	1	-1	28	13	-9
C=C(C)C(O)COc1c2occc2c(OC)c2ccc(=O)oc12 (centres undefined)	9	4	5	0.91	1.1	-8	4	10	-4
C/C(=C/C(=O)N1CCc2ccccc21)C(=O)O	-5	6	4	1.1	0.99	1	8	7	-9
CCN(CC)S(=O)(=O)c1cccc(-c2nnc(SCc3nnc(-c4cccs4)o3)n2N)c1	6	5	-6	0.94	0.99	1	11	8	-9
O=C(CCc1ccccc1)Nc1ccncc1	-1	10	1	1	0.96	4	7	-6	0
CC(=O)Nc1ccc(NC(=S)Nc2ccc(F)cc2)cc1	-21	-11	3	1.2	1	-4	3	1	-6
CCc1nnc(NC(=O)CCC(=O)O)s1	-17	6	14	1.2	1.1	-7	1	2	-3
Cc1[nH]n(-c2ccccc2)c(=O)c1N=Nc1c(Cl)cccc1Cl	6	-9	19	0.94	0.93	7	6	8	4
O=C(NCc1cccc2[nH]ccc12)C1CCC(=O)N(CCc2ccccc2)C1 (centres undefined)	-32	1	-6	1.3	0.96	4	14	-3	-10
COC(=O)CN1C(=O)C(O)(CC(=O)c2ccc(Br)cc2)c2ccccc21 (centres undefined)	1	8	1	0.99	0.93	7	-17	-5	-11
CN(C)S(=O)(=O)c1ccc(-c2cn3ccccc3n2)cc1	2	-9	12	0.97	1	-1	19	6	-2
COc1ccc(-c2noc(CN(C(=O)c3ccc4c(c3)OCO4)C(C)C)n2)cc1OC	-10	12	27	1.1	0.97	3	18	6	-5
COc1ccc(C(=O)NCCn2cc(SCC(=O)N3CCOCC3)c3ccccc32)cc1	-1	7	-11	1	1	-2	12	-9	9
CC(C)(CC(=O)OCC(=O)Nc1ccccc1F)CC1=NS(=O)(=O)c2ccccc2N1	-17	2	13	1.2	1	-4	5	2	0
COc1cccc(-c2nc(N3CCC(C)CC3)c3ccccc3n2)c1O	-4	21	9	1	0.99	1	19	13	9
CCn1c(-c2cc(Br)cc(OC)c2O)nc2cc(S(=O)(=O)N(C)C)ccc21	-14	19	-7	1.1	0.98	2	43*	13	1
